Source: PubChem BioAssay
sPLA2-III inh – human group III sPLA2 inhibitors, primary screen, biochemical, QFRET, BODIPY PC-A2 liposome substrate; inhibition, % at 12.2 µM; hit rate 0.56% among 370,000; QFRET BODIPY PC-A2 liposome hydrolysis, fluorescence;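 active means inhibition above mean plus 3 SD of compounds lying within the high and low control bounds, cut at about 19% in these data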;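 further: 0% = median of test compound wells and 100% = no enzyme DMSO wells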
DAX1 inh-1 – DAX1 (NR0B1) inhibitors, primary screen, cell-based, HEK293, Gal4-DAX1, luciferase luminescence. Nuclear receptor subfamily 0 group B member 1 (Homo sapiens), P51843. inhibition, % at 6.75 µM. HEK293 Gal4-DAX1 luciferase reporter. AID 504766, 2011. hit rate 0.99% among 340,000;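 active means inhibition above the mean over all tested compounds plus 3 SD, cut at about 4.2% in these data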;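 further: 0% = DAX1-transfected cells with DMSO and 100% = empty-vector control cells with DMSO; inhibition shows as a rise in luminescence from relieved DAX1 repression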
hcDAF12 agonist – H. contortus DAF-12 nuclear receptor activators, primary screen, cell-based, luminescence, HEK293, lit1-tk-luc reporter. hit rate 1.4% among 370,000. HEK293 hcDAF-12 lit1-tk-luc reporter; 0% DMSO, 100% Δ7-dafachronic acid. activation, % at 6.8 µM;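 active means activation above the mean of all tested compounds plus 3 SD, cut at about 5.5% in these data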;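 further: 100% = response to 3 µM Δ7-dafachronic acid high control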
GC-B act – human GC-B receptor activators, primary screen, HEK293 GC-B cells, cGMP TR-FRET, EC30 CNP; Atrial natriuretic peptide receptor 2 (Homo sapiens), P20594; 0% at EC30 CNP, 100% saturating CNP; activation, % at 10 µM; hit rate 0.11% among 370,000;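 active means activation at 10 µM reaching about 35% in either raw or pattern-adjusted values, limit read from the data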
Target sequence (P20594 whole entry, looked up): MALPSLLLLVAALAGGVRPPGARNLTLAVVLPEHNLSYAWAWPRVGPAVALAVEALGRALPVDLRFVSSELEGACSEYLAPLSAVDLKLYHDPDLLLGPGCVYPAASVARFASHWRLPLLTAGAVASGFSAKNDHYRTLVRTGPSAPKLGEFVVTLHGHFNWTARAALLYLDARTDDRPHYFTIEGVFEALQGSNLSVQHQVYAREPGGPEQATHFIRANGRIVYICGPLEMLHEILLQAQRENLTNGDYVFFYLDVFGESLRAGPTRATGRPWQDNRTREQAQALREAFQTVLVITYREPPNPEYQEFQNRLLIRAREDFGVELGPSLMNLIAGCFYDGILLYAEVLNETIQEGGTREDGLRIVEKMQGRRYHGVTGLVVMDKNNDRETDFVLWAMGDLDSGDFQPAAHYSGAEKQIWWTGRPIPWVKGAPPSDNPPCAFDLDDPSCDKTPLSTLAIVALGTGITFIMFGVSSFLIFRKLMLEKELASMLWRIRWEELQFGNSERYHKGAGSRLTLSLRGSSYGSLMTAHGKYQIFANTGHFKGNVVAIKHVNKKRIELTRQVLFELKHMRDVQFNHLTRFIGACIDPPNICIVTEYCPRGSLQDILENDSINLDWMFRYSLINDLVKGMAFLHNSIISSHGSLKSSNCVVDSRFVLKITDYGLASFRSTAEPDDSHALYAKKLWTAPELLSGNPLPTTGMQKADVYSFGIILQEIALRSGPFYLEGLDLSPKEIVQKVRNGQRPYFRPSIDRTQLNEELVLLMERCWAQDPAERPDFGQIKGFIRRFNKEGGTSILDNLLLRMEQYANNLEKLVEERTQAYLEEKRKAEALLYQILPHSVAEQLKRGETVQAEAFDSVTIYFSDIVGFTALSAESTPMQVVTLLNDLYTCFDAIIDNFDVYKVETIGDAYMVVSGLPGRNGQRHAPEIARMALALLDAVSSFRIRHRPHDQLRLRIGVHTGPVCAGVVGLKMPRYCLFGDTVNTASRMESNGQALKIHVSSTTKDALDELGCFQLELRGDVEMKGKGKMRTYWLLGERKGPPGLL
GAA850 FXN act – FXN promoter activators, primary screen, cell-based, luciferase luminescence, HEK293 lucGAA850 | AID 540364, 2011 | HEK293 lucGAA850 FXN promoter luciferase reporter, 24 h; percent of 10 µM SAHA response | hit rate 0.56% among 360,000 | activation, % at 6 µM;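 active means activation above the average of all compounds screened plus 3 SD, cutoff fixed separately per campaign, cut at about 7.5% in these data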;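 further: 0% = DMSO wells and 100% = 10 µM SAHA wells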
hgDAF12 agonist – H. glycines DAF-12 receptor agonists, primary screen, cell-based, luminescence, HEK293, GAL4 fusion, UAS-luciferase; Nuclear hormone receptor DAF-12 (Heterodera glycines), GAL4 fusion; hit rate 1.8% among 370,000; activation, % at 6.8 µM; HEK293 GAL4-hgDAF12 UAS-luciferase reporter, agonist luminescence; normalized to butyrate control;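 active means activation above a cutoff set at the mean of all screened compounds plus 3 SD, cut at about 10% in these data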;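 further: 0% = DMSO wells and 100% = sodium butyrate wells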
SMARCA2 act – SMARCA2 (BRM) function activators, primary screen, cell-based, luminescence, high throughput | hit rate 1% among 370,000 | AID 652017, 2013 | MG213 cells, MMTV-luciferase reporter, dexamethasone, overnight | activation, % at 9.1 µM; in the data active means activation above about 7.8%;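 further: 0% = vehicle wells and 100% = reference activator wells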
ssDAF12 agonist – S. stercoralis DAF-12 nuclear receptor activators, primary screen, cell-based, luminescence, HEK293, GRIP1 co-expression, lit1-tk-luc; Nuclear hormone receptor DAF-12 (Strongyloides stercoralis); HEK293 ssDAF-12/GRIP1 lit1-tk-luc reporter; % of 3 µM dafachronic acid response; activation, % at 6.8 µM; hit rate 1% among 370,000; AID 652126, 2013;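 active means activation above the mean over all tested compounds plus 3 SD, cut at about 0.9% in these data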;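 further: 0% = DMSO-only wells and 100% = 3 µM delta7-dafachronic acid wells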
DAX1 inh-2 – DAX1 (NR0B1) inhibitors on StAR promoter, primary screen, cell-based, luminescence, SF-1 (NR5A1), full-length DAX-1 | AID 652010, 2013 | HEK293T StAR-luciferase reporter, SF-1/DAX-1 repression relief | inhibition, % at 6.8 µM | hit rate 1.1% among 370,000;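 active means inhibition above the mean over all tested compounds plus 3 SD, cut at about 3.6% in these data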;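 further: 0% = DAX-1 cells with DMSO and 100% = cells lacking DAX-1 with DMSO; higher inhibition means more luminescence from relief of DAX-1 repression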
NPR1 activator – GC-A stimulated cGMP production enhancers – HEK293 GC-A cells, cGMP TR-FRET, EC30 ANP, primary screen. Atrial natriuretic peptide receptor 1 (Homo sapiens), P16066. 0% at EC30 ANP, 100% saturating ANP. activation, % at 10 µM. hit rate 0.14% among 370,000. AID 1671463, 2021; in the data active means activation above about 40%
ADAM10 inh – human ADAM10 inhibitors, primary screen, biochemical, QFRET, HTS; Disintegrin and metalloproteinase domain-containing protein 10 (Homo sapiens), O14672; recombinant ADAM10, EDANS/DABCYL FRET peptide cleavage, 3 h; inhibition, % at 7 µM; hit rate 0.62% among 370,000; AID 720582, 2013;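 active means inhibition above a per-campaign cutoff equal to the mean of compounds falling between control-based bounds plus 3 SD, cut at about 20% in these data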;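 further: 0% = DMSO wells while the 100% control is not disclosed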
* hit, by the source's call; x = not tested or not shown; & = joins results of further samples. Random draw from the library; any-hit rate near 6.6%.

Values run as follows: sPLA2-III inh, DAX1 inh-1, hcDAF12 agonist, GC-B act, GAA850 FXN act, hgDAF12 agonist, SMARCA2 act, ssDAF12 agonist, DAX1 inh-2, NPR1 activator, ADAM10 inh
#1 c1cncc(-c2nnc3sc(C4CCCCC4)nn23)c1
    3, -0.1, -1.2, 1, 1.7, -0.5, 0, -1.8, -0.6, 1, 0
#2 C/C(=N\NC(=O)c1cc(C)nc2ccccc12)c1cccs1
    -8, 1.1, 0.2, -3, -1.0, 5.2, 0, -2.0, -0.3, 0, 0
#3 CCN(c1ccccc1)S(=O)(=O)c1ccc(OC)c(NC(=O)CN2C(=O)NC(C)(C)C2=O)c1
    -4, 0.2, -0.2, -2, -1.5, -1.7, -3, -1.7, 0.2, -2, 3
#4 CCOC(=O)c1cc2sccc2n1CC(=O)Nc1ccc(OC)cc1
    7, -2.4, -1.6, -1, -1.6, -1.3, 3, -1.1, -0.5, -1, 7
#5 O=C(CCc1ccc(S(=O)(=O)NC2CCCCC2)cc1)N(Cc1ccccc1)Cc1ccccc1
    -33, 0.1, -1.4, -12, -1.8, -2.6, -2, -2.0, -1.0, -2, 21*
#6 CN(C)CCOc1ccc(C(C)(C)c2ccccc2)cc1
    7, -0.5, 1.4, 3, 1.5, -1.5, -5, -1.4, -0.1, 2, -10
#7 COc1cc(C(=O)N2CCN(C(=O)c3ccccc3)CC2)cc(OC)c1OC
    1, 0.8, 1.7, -4, -1.4, -0.8, 3, -1.0, 0.2, -4, 7
#8 COc1ccc(OC)c(CCNC(=O)C(C)n2nc(C)c3c(C)n(-c4ccccc4)nc3c2=O)c1 (stereo not given)
    0, -0.2, -2.8, 1, -1.6, -2.1, -3, -1.0, -4.5, 2, -3
#9 COc1cccc(NC(=O)CN(C)C(=O)c2cc(-c3ccccc3)nc3ccc(C)cc23)c1
    -10, -1.4, -1.9, -2, -3.9, -1.1, -2, -1.2, -1.7, 0, 0
#10 Cc1ccnc(NC(=O)c2cccc(S(=O)(=O)N3CCN(c4ccccc4)CC3)c2)c1
    1, -0.9, 4.8, -3, -0.8, 10, 3, 0.5, 13*, -2, 2
#11 CCC(NC(=O)CNC(=O)CNC(=O)c1ccc(Cl)cc1Cl)c1ccc(C)cc1 (stereo not given)
    -6, -0.7, 1.4, -2, 1.5, -1.8, -1, -1.1, -0.2, -2, 4
#12 Nc1ccccc1-c1nc2ccccc2c(=O)o1
    4, 0.3, 0.2, -4, 0.2, 2.1, 1, 0.4, -0.3, -8, -198
#13 COc1ccc(NC(=O)N2CCCC2C(=O)NCc2ccccc2Cl)cc1 (stereo not given)
    4, -0.7, -1.7, -1, 0.2, -0.7, 0, -0.9, -0.6, -2, -4
#14 CC(CCc1ccccc1)NC(=O)Cc1cccs1 (stereo not given)
    -2, 0.0, -0.5, 0, 1.1, -0.3, -2, -1.1, -0.1, 1, -18
#15 COc1ccc2c(c1)C(=O)CC(c1ccc3c(c1)OCCO3)O2 (stereo not given)
    9, -1.0, -0.1, 5, 2.9, 8.1, 2, -0.7, 0.8, -2, -36
#16 Cc1ccc(-c2nc(SC(C)C(=O)N3CCOCC3)n[nH]2)cc1 (stereo not given)
    1, 0.5, 4.6, 3, 1.9, -0.2, -1, -0.8, 2.8, 4, -3
#17 COc1cccc(NC(=O)COC(=O)Cc2ccc(Br)cc2)c1
    -12, 2.1, 1.7, 4, 0.5, -0.1, 1, -0.8, 0.3, 2, 12
#18 CCOC(=O)N1CCN(C(=O)C2CCN(S(=O)(=O)CC)CC2)CC1
    -1, 1.2, -0.1, 4, -3.0, -1.5, 5, -1.6, -0.4, 0, 1
#19 CCOc1ccc(OCCSc2nc(C)cc(=O)[nH]2)cc1
    -3, 0.0, 1.8, -6, 2.6, 8.5, 3, 0.1, 1.8, -3, 2
#20 Cc1cc(Br)c2[nH]c3c(c2c1)CCCC3=O
    -11, 0.3, -1.4, 21, 1.3, -0.8, 1, -1.5, 0.0, 15, -21
#21 Cc1[nH]c2ccccc2c1/C=C(\C#N)C(=O)NCC1CCCO1 (stereo not given)
    -4, 0.4, -1.5, 5, 0.4, 1.3, 2, -1.1, 0.2, 2, -2
#22 CSc1nc(Sc2ccccc2)c2ccccc2n1
    5, 1.1, -1.9, -2, 1.6, -2.3, 1, -1.5, 0.7, -9, -10
#23 CCOC(=O)C1(Cc2cccc(OC)c2)CCCN(C(=O)CCN2CCCO2)C1 (stereo not given)
    3, 1.3, 2.6, -3, 6.4, 11*, 6, 0.2, 4.8*, -2, 1
#24 CC(OC(=O)Cc1ccsc1)C(=O)Nc1ccc(Cl)cn1 (stereo not given)
    1, 1.8, -0.1, -4, -1.0, -3.2, -1, -0.7, 1.0, 0, 1
#25 O=S(=O)(Nc1cccc(CCc2ccccn2)c1)c1cc(Cl)ccc1Cl
    -32, -0.5, -2.0, -2, 3.0, -0.9, -2, -2.0, 0.1, -1, 8
#26 CCCCn1c(SCC(=O)N2CC(C)CC(C)C2)nc2cc(S(N)(=O)=O)ccc21 (stereo not given)
    -1, -1.2, 0.6, 0, 0.8, -2.1, -2, -1.2, -0.7, 0, -4
#27 COc1ccc(CNCCC(c2ccc(F)cc2)c2ccc(OC)cc2)cc1 (stereo not given)
    -11, -0.8, 0.3, -12, 0.5, -1.5, 0, -1.4, -0.9, -22, 3
#28 C/C(N)=C(/C#N)C(=O)CSc1nc2ccccc2[nH]1
    0, 1.6, 3.0, 2, 3.1, 9.0, 2, -0.6, 1.5, 3, -3
#29 CCOc1ccccc1N(CC(=O)Nc1ccc2c(c1)OCCO2)S(C)(=O)=O
    0, 1.1, -1.2, 4, 1.1, -0.7, -1, -0.5, -0.5, 4, 8
#30 COCCn1nnnc1C(c1ccccn1)N1CCN(c2cccc(C)c2C)CC1 (stereo not given)
    -1, 0.8, -0.9, 2, -2.9, -1.1, -2, -1.1, -0.9, -3, -6

Gathered by group, the compounds so far with bromine (2)
Values run as follows: sPLA2-III inh, DAX1 inh-1, hcDAF12 agonist, GC-B act, GAA850 FXN act, hgDAF12 agonist, SMARCA2 act, ssDAF12 agonist, DAX1 inh-2, NPR1 activator, ADAM10 inh
#17 COc1cccc(NC(=O)COC(=O)Cc2ccc(Br)cc2)c1
    -12, 2.1, 1.7, 4, 0.5, -0.1, 1, -0.8, 0.3, 2, 12
#20 Cc1cc(Br)c2[nH]c3c(c2c1)CCCC3=O
    -11, 0.3, -1.4, 21, 1.3, -0.8, 1, -1.5, 0.0, 15, -21

Further entries:
Values run as follows: sPLA2-III inh, DAX1 inh-1, hcDAF12 agonist, GC-B act, GAA850 FXN act, hgDAF12 agonist, SMARCA2 act, ssDAF12 agonist, DAX1 inh-2, NPR1 activator, ADAM10 inh
#31 CCOC(=O)c1c(N)sc(-c2ccccc2)c1C
    -1, -0.6, 0.3, 2, 7.5, 2.3, 6, -0.4, 1.1, 2, 5
#32 CCCCCCCNC(=O)C1(CC2CC(c3ccccc3)=NO2)CCN(C(=O)OC(C)(C)C)CC1 (stereo not given)
    -5, -0.5, -0.1, 5, -0.1, 7.0, 2, -1.0, 0.9, 0, 6
#33 C[C@]12c3[nH]c4ccccc4c3CCN1C(=O)C(CC(=O)NCCCn1ccnc1)C[C@@H]2C(=O)N1CCCCC1 (stereo not given in full)
    -2, -1.6, -1.2, -3, 0.9, 1.9, 1, -1.0, 0.2, 1, -6
#34 CCn1nc(C)c(CN2CCC(n3nccc3NC(=O)Cc3ccccc3)CC2)c1C
    4, 0.0, -1.2, -2, 2.8, -0.7, 0, -0.5, 0.9, 3, -10
#35 COc1cccc(CNC(=O)[C@@H]2CCCN2C(=O)OC(C)(C)C)c1
    10, x, -0.1, 0, x, 1.0, -7, -1.0, 0.5, -4, -5
#36 NC(=O)c1ccc(N2CCC(C(N)=O)CC2)c([N+](=O)[O-])c1
    6, 0.6, -0.8, 1, 3.4, -0.2, -2, -0.5, 0.3, 4, 8
#37 CC(C)NC(=O)Nc1ccc2c(c1)C(=O)N([C@H](C)CO)C[C@@H](C)[C@@H](CN(C)C(=O)NC1CCCCC1)O2
    -2, -0.6, -0.1, -3, 1.5, 0.7, 0, -0.9, 0.1, 3, -10
#38 CCOc1ccc2c(C)cc(=O)oc2c1OCC
    0, 0.4, -1.0, 7, 3.8, 0.0, 2, -1.1, 0.0, 2, -118
#39 COc1cc(C(=O)Nc2cc(-c3nc4cc(C)ccc4o3)ccc2C)cc(OC)c1OC
    -5, 2.1, 0.5, -3, 5.4, 4.6, 1, -1.2, 0.2, 2, 0
#40 CC(C)NC(=O)C(=O)NNC(=O)CCc1ccccc1
    5, -0.5, -1.2, -3, 1.9, 0.6, -1, -1.4, 0.3, 6, -3
#41 CCOC(=O)C1=C(C)Nc2ncnn2C1c1ccc(N(C)C)cc1 (stereo not given)
    4&6, 0.8&0.7, 0.1&3.0, -3&-10, -0.3&-3.2, -0.9&0.0, 4&0, -1.2&-1.6, -0.4&-0.3, -6&-3, -9&-13
#42 CCOC(=O)C1(C)CCCCCN1C(=O)c1ccc(OC)cc1 (stereo not given)
    -2, x, 0.2, 4, -0.2, 1.1, -4, -1.5, 0.5, 0, 3
#43 O=[N+]([O-])c1cccc(S(=O)(=O)N2CCN(S(=O)(=O)N3CCCCCC3)CC2)c1
    2, -1.6, -2.4, 3, -0.2, 0.2, 1, -0.9, -0.2, 6, 5
#44 COc1cc(OC)cc(C(=O)Nc2ccc(S(=O)(=O)N3CCOCC3)cc2)c1
    0, 0.1, -1.5, 0, -0.3, -3.4, -2, -0.9, -0.2, 2, 3
